PLAP activator: human PLAP activation. P05187. purified PLAP enzyme, luminescent substrate read-out; hits give high values. activation fold at 20 µM. 96,000 compounds, 1.2% hits. AID 696; in the data active = activation fold above about 2
MT1-MMP txn act: activates MT1-MMP transcription; HT1080 MT1-MMP promoter luciferase reporter, luminescence, overnight; hits give high values; activation factor at 10 µM; 86,000 compounds, 0.16% hits; AID 750;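 active = activation factor of at least 2 for MT1-MMP transcription at 10 µM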
ERa coact pot: ER-alpha (human) coactivator binding potentiation | P03372 | TR-FRET ERalpha-LBD/SRC-Cy5 coactivator binding, 2 h; 100 = basal binding, no effect | coactivator binding (% of control), % at 25.6 µM | 86,000 compounds, 1.3% hits; in the data active = activity above about 200%;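 also: binding measured in presence of low estradiol as agonist stimulus; 0% = peptide alone without receptor and 100% = receptor with peptide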
ERa SRC1 inh: blocks coactivator binding to human estrogen receptor alpha; P03372; TR-FRET ER-alpha LBD / SRC-1 peptide, estradiol-bound; inhibition, % at 25.6 µM; 86,000 compounds, 1.7% hits; AID 629; in the data active = inhibition above about 50%;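 also: 0% = receptor plus peptide control and 100% = peptide only without receptor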
CD11b adhes inh: blocks human CD11b/CD18 adhesion to fibrinogen. K562 CD11b/CD18 adhesion to fibrinogen, ATPlite luminescence; Mn2+ added to activate the integrin. 93,000 compounds, 0.54% hits. inhibition, % at 10 µM. AID 1497;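 active = primary inhibition of 50% or more at 10 µM, then 40% or more on retest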; also: some results filed as inactive read as strong as hits
ERb coact inh: blocks coactivator binding to human estrogen receptor beta | 86,000 compounds, 1.3% hits | inhibition, % at 25.6 µM | TR-FRET ER-beta LBD / SRC1-Cy5 peptide binding; receptor agonist-loaded with 1 µM estradiol | AID 633;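 active = compounds whose percent inhibition of the receptor-coactivator binding signal exceeds about 50% in the single-dose screen, limit read from the data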;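 also: 0% = receptor plus peptide wells without compound and 100% = peptide-only wells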
Ecoli WT expand: growth inhibitors of E. coli BW25113 wild type; OD600 absorbance; growth inhibition, % at 100 µM; 98,000 compounds, 0.15% hits;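 active = growth inhibition above about 50% at one test dose, limit read from the data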;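 also: growth measured after 20 h incubation at 37 °C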
FAK blocker: FAK (human) kinase inhibition | inhibition, %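 (tested at 7 µM)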 | biochemical FAK kinase activity assay | 97,000 compounds, 0.84% hits; in the data active = inhibition above about 19%;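 also: 0% = DMSO and 100% = reference compound high control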
Target sequence (Q05397 whole entry, looked up): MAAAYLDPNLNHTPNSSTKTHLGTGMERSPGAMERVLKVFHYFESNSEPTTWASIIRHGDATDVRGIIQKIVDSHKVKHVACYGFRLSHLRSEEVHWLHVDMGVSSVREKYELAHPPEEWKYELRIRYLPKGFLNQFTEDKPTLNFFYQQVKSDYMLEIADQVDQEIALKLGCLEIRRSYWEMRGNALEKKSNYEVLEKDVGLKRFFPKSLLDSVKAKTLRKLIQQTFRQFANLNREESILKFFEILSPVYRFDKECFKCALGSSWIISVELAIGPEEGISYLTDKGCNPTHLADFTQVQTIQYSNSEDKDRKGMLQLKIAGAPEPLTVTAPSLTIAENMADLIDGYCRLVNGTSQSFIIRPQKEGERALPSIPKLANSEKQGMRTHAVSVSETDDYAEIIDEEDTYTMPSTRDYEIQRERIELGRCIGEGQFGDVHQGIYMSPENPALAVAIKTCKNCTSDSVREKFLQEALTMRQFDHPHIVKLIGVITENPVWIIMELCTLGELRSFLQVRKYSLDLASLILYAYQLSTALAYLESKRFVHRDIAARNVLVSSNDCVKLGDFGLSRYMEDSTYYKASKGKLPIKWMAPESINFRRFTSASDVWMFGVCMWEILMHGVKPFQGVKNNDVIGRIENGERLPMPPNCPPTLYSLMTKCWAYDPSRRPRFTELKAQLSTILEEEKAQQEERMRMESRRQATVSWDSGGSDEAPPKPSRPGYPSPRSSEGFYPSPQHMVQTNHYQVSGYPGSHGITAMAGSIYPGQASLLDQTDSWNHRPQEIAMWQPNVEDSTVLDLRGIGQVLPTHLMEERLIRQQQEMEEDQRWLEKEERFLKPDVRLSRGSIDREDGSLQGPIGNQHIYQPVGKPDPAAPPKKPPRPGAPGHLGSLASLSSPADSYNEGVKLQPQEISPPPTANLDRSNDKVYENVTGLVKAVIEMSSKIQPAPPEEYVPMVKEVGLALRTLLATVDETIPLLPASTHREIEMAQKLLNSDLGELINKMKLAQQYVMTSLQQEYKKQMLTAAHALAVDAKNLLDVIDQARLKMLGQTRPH
Mac1 fbg enh: enhancers of human CD11b/CD18 binding to fibrinogen; K562 CD11b/CD18 adhesion to fibrinogen, ATPlite luminescence; activation, % at 10 µM; 93,000 compounds, 0.07% hits; AID 1499;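 active = 10 µM primary screen giving 50% or more activity, confirmed by 40% or more on retest at that dose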; also: strong numbers were not always called active; reference of the scale not given here
The depositor's hits bear a star; x = not tested or not shown; [ ] = another dose, or the depositor's remark. Compounds as they come, and some 5.1% of all compounds hit somewhere here.

SMILES	PLAP activator	MT1-MMP txn act	ERa coact pot	ERa SRC1 inh	CD11b adhes inh	ERb coact inh	Ecoli WT expand	FAK blocker	Mac1 fbg enh
CC(C)c1ccc(NC2(C#N)C(=O)Nc3ccccc32)cc1 (stereo unspecified)	1.1	1.4	83[fluorescence artefact?]	20	x	48	18	1	x
Cc1ccc2[nH]c(=O)c(CN(CCO)C(=O)NCc3ccccc3)cc2c1	1.5	1	106	-16	-12	-1	x	x	-2
Cc1ccccc1-n1c(C)cc(/C=N/NC(=O)c2ccncc2)c1C	1.7	x	x	x	12	x	7	3	-5
CCCCCCSc1ncc(C#N)c(N)n1	0.8	1.2	154	10[fluorescence artefact?]	x	9[fluorescence artefact?]	-3	1	x
COc1ccc(C2=NO[C@@H]3C(=O)N(c4ccc5c(c4)OCCO5)C(=O)[C@H]23)cc1OC	0.9	1.2	91	0	-22	-1	1	-2	-2
COc1cc2c(cc1OC)-c1nnc(C)n1C(C)(C)C2	1	1	114	6	-14	0[fluorescence artefact?]	3	x	-3
COC(=O)c1ccc(CSc2nc3scc(-c4cccs4)c3c(=O)[nH]2)o1	1.5	1.1	102	25	25	16	-18	10	40
CN(C)c1ccnc2sc3c(=O)n(-c4ccccc4)cnc3c12	0.9	1.2	101	0	-16	37	1	1	-1
c1ccc(-c2nc3c(ccc4ccccc43)[nH]2)nc1	x	2.3*	91[fluorescence artefact?]	-17	x	-8	x	0	x
O=S(=O)(NCc1ccc2c(c1)OCO2)c1cnc[nH]1	1.5	1	104	1	-17	-10[fluorescence artefact?]	6	-6	0
Cc1cc(-c2ccccc2)c(C#N)c(N)n1	1	1.2	82	-1	12	3	-4	0	-1
O=C(C1=C(O)C(=O)N(CC2CCCO2)C1c1cccnc1)c1ccco1 (stereo unspecified)	0.9	1.2	110	-8	-11	3	-6	-3	-2
O=S(=O)(N[C@@H]1C[C@H]2CC[C@@H]1C2)c1cccs1	1.2	1.3	102	24	21	44	5	1	-4
Cc1c(C#N)c2ccccc2n1CC(=O)N1CCCc2ccccc21	0.9	1	101	27	-2	-6	-4	0	2
COc1ccc(S(=O)(=O)n2nc(OC(=O)c3c(-c4ccccc4Cl)noc3C)cc2N)cc1	1.2	1.3	107	-13	x	-6	-8	2	x
CC(C)(C)C1=C[C@@H](CO)C[C@@H](CO)C1	1.1	1	x	x	-7	x	-4	-2	2
O=C(C(Cc1ccccc1)n1cccc1)N1CCCCC1 (stereo unspecified)	0.8	1.1	116[fluorescence artefact?]	-2	-1	-4	0	-4	10
O=C(Nc1ccccc1)N1CCn2c1nc1ccccc12	0.9	1.4	80[fluorescence artefact?]	5	-12	-3	3	0	2
COc1ccc2c(c1)-c1c(ssc1=S)C(C)(C)N2	x	1.1	84[fluorescence artefact?]	-5[fluorescence artefact?]	x	-2	x	4	x
Cc1ccccc1N(C(=O)Cn1nnc(-c2cccs2)n1)C(C(=O)NCCC(C)C)c1ccco1 (stereo unspecified)	1.2	1.2	101	-4	x	-10	-1	1	x
CC1CCCCN1Cc1nc2c(c(=O)n(C)c(=O)n2C)n1CCc1ccccc1 (stereo unspecified)	1.1	1	120	-11	-26	-10	8	1	9
CCOc1ccc(OCC)c(NC(=O)c2ccc(CNc3c(N4CCOCC4)c(=O)c3=O)cc2)c1	1.4	1	108	-1	-20	0[fluorescence artefact?]	-10	1	1
Cc1cc(C)n(-c2nc3ccccc3c(=O)n2OCC(N)=O)n1	1.1	1	97	-3	x	-7	2	-1	x
O=C(c1ccco1)N1CCN(S(=O)(=O)c2ccc(Cl)s2)CC1	0.9	1.2	108	1	x	-10	9	-3	x

Rewritten with each value named: entries from further up
CCOc1ccc(OCC)c(NC(=O)c2ccc(CNc3c(N4CCOCC4)c(=O)c3=O)cc2)c1
  PLAP activator: 1.4	MT1-MMP txn act: 1	ERa coact pot: 108	ERa SRC1 inh: -1	CD11b adhes inh: -20	ERb coact inh: 0[fluorescence artefact?]	Ecoli WT expand: -10	FAK blocker: 1	Mac1 fbg enh: 1

Cc1cc(C)n(-c2nc3ccccc3c(=O)n2OCC(N)=O)n1
  PLAP activator: 1.1	MT1-MMP txn act: 1	ERa coact pot: 97	ERa SRC1 inh: -3	CD11b adhes inh: x	ERb coact inh: -7	Ecoli WT expand: 2	FAK blocker: -1	Mac1 fbg enh: x

Following part.
SMILES	PLAP activator	MT1-MMP txn act	ERa coact pot	ERa SRC1 inh	CD11b adhes inh	ERb coact inh	Ecoli WT expand	FAK blocker	Mac1 fbg enh
COc1cc(C(=O)NCCN2CCOCC2)cc(OC)c1OC	1	1.1	109[fluorescence artefact?]	6[fluorescence artefact?]	-16	1[fluorescence artefact?]	-2	0	-4
CCOCCCNc1nc(=S)[nH]c2cc(OC)c(OC)cc12	1	1.2	95	-31	-10	-39	3	-3	-2
O=C(CSc1nnc(COc2ccccc2)o1)NCCc1ccccc1	0.8	1.2	71	3[fluorescence artefact?]	-2	-2	6	7	0
CC(=O)N1CCN(c2ccccc2NC(=O)COc2ccc(Br)cc2)CC1	1.2	1.1	117	-9	x	-9	-3	-3	x
CCCn1c2c(c(O)c(C(=O)Nc3nccs3)c1=O)CCCC2	1	1.3	106	12[fluorescence artefact?]	2	3[fluorescence artefact?]	-12	4	0
CC(=O)Nc1c(C(=O)O)[nH]c2ccccc12	1	1.2	107	2	-33	-6[fluorescence artefact?]	-3	0	4
CCCn1c(SCC(=O)NCCc2ccccc2)nnc1-c1cccnc1	1	1.1	144	-5	-3	-15	1	-2	-4
CCOc1cc2[nH]c(=O)n(CCCN3CCCC3=O)c(=O)c2cc1OCC	1	1.3	103	-2	-2	3	-2	-5	-3
CCCC(=O)NC(=S)Nc1ccccc1C(F)(F)F	1.1	x	x	x	-5	x	2	-1	-6
CCOC(=O)Cn1nnnc1CN(Cc1ccc(OC)cc1)Cc1cc2cc(C)cc(C)c2[nH]c1=O	0.9	0.9	110	4	13	-4	2	-4	-3
CCC(=O)N(Cc1cc2cc(OC)ccc2[nH]c1=O)c1cccc(C)c1	1	1.2	143	7	-9	2	1	0	-9
CCOC(=O)c1c(-c2ccccc2)oc2ccc(O)c(CN3CCOCC3)c12	1.5	1	96	4	-4	3	-2	0	-5
C/C(N)=C(/C#N)C(=O)CSc1nnnn1-c1ccc(C)cc1	0.9	1.6	59[fluorescence artefact?]	51*[fluorescence artefact?]	8	64*	-12	-2	-2
CC(C)NC(=S)NN(c1ccccc1)c1ccccc1	0.9	x	x	x	-4	x	0	0	-1
COc1ccc(N(C(=O)c2ccco2)S(=O)(=O)c2ccccc2)cc1	1	1.2	60	11	-30	12	1	-2	-4
Cc1ccc(/C=C/c2nc3ccccc3s2)s1	0.6	x	x	x	86	x	0	0	-9
Cc1cccc(C)c1NC(=O)CSCc1cccc(CSCC(=O)Nc2c(C)cccc2C)n1	0.8	0.9	117	7	-52	-2	-9	3	0
CCS(=O)(=O)Nc1cc(-c2nc3cccnc3s2)ccc1C	1.4	1.6	122	-12	-45	-3[fluorescence artefact?]	-10	2	-1
CCc1c(C)c2cc(Cl)c(O)c(CN3CCCCC3)c2oc1=O	1.5	1.2	117	11	-10	4	5	-2	-3
Nc1c(C(=O)OCC2CCCO2)c2nc3ccccc3nc2n1-c1ccc2c(c1)OCCO2 (stereo unspecified)	1.5	1.1	112[fluorescence artefact?]	1	-13	10[fluorescence artefact?]	1	2	12
[O-][N+]1=C2CCC/C(=N\O)C2=NC12CCCCC2	0.9	1.1	98	6	-10	7	x	x	-4
CNCCCOc1ccc(C)cc1Br	0.9	1.1	113	-2	4	-2	2	0	-1
CC(C)Oc1ccc(C2c3c(oc4ccccc4c3=O)C(=O)N2CCCN2CCOCC2)cc1 (stereo unspecified)	1.6	1.2	95[fluorescence artefact?]	-2	-9	2	3	4	0
CCN1CCN(CC(O)COc2ccc(C)c(C)c2)CC1 (stereo unspecified)	0.8	1.2	130	-7	-6	-6	-5	x	-4

Structural class, those above containing bromine (2)
SMILES	PLAP activator	MT1-MMP txn act	ERa coact pot	ERa SRC1 inh	CD11b adhes inh	ERb coact inh	Ecoli WT expand	FAK blocker	Mac1 fbg enh
CC(=O)N1CCN(c2ccccc2NC(=O)COc2ccc(Br)cc2)CC1	1.2	1.1	117	-9	x	-9	-3	-3	x
CNCCCOc1ccc(C)cc1Br	0.9	1.1	113	-2	4	-2	2	0	-1

Next part:
SMILES	PLAP activator	MT1-MMP txn act	ERa coact pot	ERa SRC1 inh	CD11b adhes inh	ERb coact inh	Ecoli WT expand	FAK blocker	Mac1 fbg enh
CC(C)C(=O)N(Cc1ccc2c(c1)OCO2)Cc1ccccn1	1.1	1.1	92	13	1	12	1	3	7
COc1ccc(NC(=O)C(C)Sc2ccccc2)cc1 (stereo unspecified)	0.8	1.5	118	9[fluorescence artefact?]	-3	-2[fluorescence artefact?]	0	-1	-5
CCOc1ccc2c(c1)cc(CN(C(=O)CC)C1CCCCC1)c1nnnn12	1.5	1.2	117	-4	-4	3[fluorescence artefact?]	3	x	-1
Cc1ccc(-n2ncc3c2ncn2c(C)nnc32)cc1C	0.9	1	112	-13	x	-17	-8	0	x
CCOC(=O)C1=C(N2CCCCC2)c2cc3c(n2C1=O)CCCC3	1	0.9	133[fluorescence artefact?]	1	23	-6	14	0	-5
CCCC[n+]1ccn(C2=C([O-])c3ccccc3C(=O)/C2=N\S(=O)(=O)c2ccccc2)c1	1	0.8	100[fluorescence artefact?]	-10	x	-8	6	5	x
CCOC(=O)c1cccc(NC(=O)N[C@@H](C)C(=O)OC)c1	0.8	1.1	93	11[fluorescence artefact?]	-15	0[fluorescence artefact?]	3	-1	-3
CCOC(=O)C1CCN(C(c2ccc(OC)c(OC)c2)c2sc3nc(C)nn3c2O)CC1 (stereo unspecified)	1.4	1.2	140	-5	3	-11	8	x	-4
COC(=O)c1ccc(C2c3c(oc4ccc(F)cc4c3=O)C(=O)N2CCO)cc1 (stereo unspecified)	1.3	1	90	38[fluorescence artefact?]	-22	16	-2	3	-3
Cc1cc(C(=O)NCc2cccs2)c(C)o1	1.2	1	114	-13	-11	-3	3	0	1
Cc1cc(NC(=O)CSc2nnc(C)c(=O)[nH]2)no1	0.8	1.1	109[fluorescence artefact?]	-5[fluorescence artefact?]	-4	-6	4	x	-2
CCn1c(=N)c(C(=O)NCc2cccnc2)cc2c(=O)n3cccc(C)c3nc21	1.7	1.2	116	3	0	1[fluorescence artefact?]	x	x	5
COC(=O)c1cccc(C(=O)Nc2ccc(C)cc2Br)n1	1	1.1	103	0	-6	-1	2	9	-4
Cc1c(NC(=O)CSc2nc3ccccc3s2)c(=O)n(-c2ccccc2)n1C	0.9	1.1	98	4	-30	-17	8	-1	-2
CCc1cc2c(=O)c(-n3cnc4ccccc43)coc2cc1O	1	1.3	100	-2	-1	-4	-9	0	-1
Cc1cccc(Nc2ccccc2C(=O)OCC(=O)N2CCOCC2)c1C	1.4	1	88	-6	x	-7	-10	3	x
COC(=O)c1ccc(-n2nnnc2SCC(=O)Nc2cc(OC)ccc2OC)cc1	0.9	1	110	24	4	-3	5	1	-2
CCOc1ccccc1NC(=O)CN(Cc1ccccc1)S(C)(=O)=O	1.4	1.1	119	-8	-4	-10	-2	-1	0
CCC(=O)Nc1c2c(nn1-c1ccc(C)cc1C)CSC2	1	1.2	98[fluorescence artefact?]	13[fluorescence artefact?]	-21	8[fluorescence artefact?]	5	-7	-2
Cn1nc(C(=O)Nc2nc3ccc(S(C)(=O)=O)cc3s2)ccc1=O	1.1	x	x	x	-6	x	1	1	-4
O=C(CCS(=O)(=O)c1ccc(Br)s1)NCc1ccc2c(c1)OCO2	0.9	1.2	107	4	0	4	-2	-4	-3
O=C(NCC1CCC(C(=O)O)CC1)c1cccnc1 (stereo unspecified)	1.1	1.2	116	-2	1	-3	-6	2	-2
Cc1cc(S(=O)(=O)Nc2ccccc2C(=O)O)ccc1Cl	1.4	1	123[fluorescence artefact?]	2	13	-8	4	-3	-5
COc1ccc(CCN2C(=O)CC(N3CCN(c4ccccn4)CC3)C2=O)cc1OC (stereo unspecified)	1.6	1.1	114	-2	-1	2	8	2	-3
CCCC(=O)NCCc1ccc(F)cc1	1	1.1	101	2[fluorescence artefact?]	-1	-3[fluorescence artefact?]	9	0	-6

Compound activity (PubChem BioAssay)
